Screening results (PubChem BioAssay)
PKA-R2B act: PKA-R2B complex activation | 340,000 tested, 0.079% active | activation, % at 11.4 µM | PKA-R2B holoenzyme dissociation, Cy5-IP20 fluorescence polarization; R2B truncated from residue 108, S112A mutant; 0% DMSO only, 100% 113 µM cGMP | P22694+P31323;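 active = activation above a cutoff set at the mean over all compounds plus 3 SD, cut at about 18% in these data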;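 also: higher means more holoenzyme dissociation and a rise in polarization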
Target sequence (P31323 whole entry, looked up, other chains not shown, the tested form may be a part): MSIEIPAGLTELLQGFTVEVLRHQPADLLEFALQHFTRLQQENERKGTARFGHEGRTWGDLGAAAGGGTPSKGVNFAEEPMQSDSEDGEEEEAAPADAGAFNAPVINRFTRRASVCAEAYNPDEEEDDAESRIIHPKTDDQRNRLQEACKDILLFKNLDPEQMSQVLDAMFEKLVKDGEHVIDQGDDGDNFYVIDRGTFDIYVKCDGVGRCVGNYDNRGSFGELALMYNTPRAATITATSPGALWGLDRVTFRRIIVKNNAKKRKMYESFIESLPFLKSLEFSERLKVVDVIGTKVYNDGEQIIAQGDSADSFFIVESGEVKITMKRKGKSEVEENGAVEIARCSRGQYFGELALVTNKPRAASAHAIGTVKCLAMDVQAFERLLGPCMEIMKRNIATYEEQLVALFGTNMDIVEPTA
SR-BI HDL uptake: blocks mouse SR-BI lipid uptake from DiI-HDL; ldlA[mSR-BI] CHO cells, DiI-HDL uptake fluorescence, 3 h; inhibition, % at 12.5 µM; 320,000 tested, 0.96% active;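 active = mean replicate inhibition of at least 70% and a set share of replicates each scoring 70 or more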;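 also: 0% = median of neutral control wells and 100% = median of positive control wells; values of inactives mirror those of a sister screen read the other way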
Target sequence (Q61009 whole entry, looked up): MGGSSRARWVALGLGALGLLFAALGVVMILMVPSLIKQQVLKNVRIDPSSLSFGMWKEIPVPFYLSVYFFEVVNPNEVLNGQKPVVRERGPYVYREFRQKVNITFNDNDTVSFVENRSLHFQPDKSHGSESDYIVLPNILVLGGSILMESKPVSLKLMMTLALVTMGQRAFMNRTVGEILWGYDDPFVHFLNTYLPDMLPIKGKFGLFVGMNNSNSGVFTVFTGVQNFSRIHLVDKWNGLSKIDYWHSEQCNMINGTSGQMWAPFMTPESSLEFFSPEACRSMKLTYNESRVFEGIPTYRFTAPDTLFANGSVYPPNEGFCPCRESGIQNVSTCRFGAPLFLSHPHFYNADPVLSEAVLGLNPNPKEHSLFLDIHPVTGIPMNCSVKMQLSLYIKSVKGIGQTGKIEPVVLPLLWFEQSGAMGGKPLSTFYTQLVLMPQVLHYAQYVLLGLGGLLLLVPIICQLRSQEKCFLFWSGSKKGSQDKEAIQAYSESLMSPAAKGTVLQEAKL
PvdQ acylase: P. aeruginosa PvdQ acylase inhibition; purified PvdQ acylase, fluorescence plate reader; inhibition, % at 10 µM; 340,000 tested, 0.063% active; AID 488965; in the data active = inhibition above about 30%, passing the limit was not always enough;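 also: 0% = vehicle neutral wells and 100% = reference inhibitor wells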
NSD2 HMT inh: blocks human histone methyltransferase NSD2. AID 743445. O96028. inhibition, % at 12.5 µM. 310,000 tested, 0.54% active. NSD2 peptide methylation, AlphaScreen, 120 min; in the data active = inhibition above about 50%
LANA DNA inh: KSHV C-LANA DNA binding inhibition | MBP-C-LANA/FAM-LBS DNA binding, fluorescence polarization | inhibition, % at 9 µM | 340,000 tested, 0.078% active | AID 504423;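 active = highest replicate inhibition at or above 60% at 9 µM, even if other replicates fall short; inactive = all replicates below 60% inhibition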;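 also: 0% = neutral control wells and 100% = 4 µM acridine orange control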
RTF Ca sens inh: cardiac RTF calcium desensitization | P19429+P45379 | IANBD-labeled cardiac RTF, Ca2+ fluorescence | inhibition, % at 7.15 µM | 340,000 tested, 0.12% active | AID 493244;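 active = inhibition above the mean inhibition of all tested compounds plus 3 SD, cut at about 17% in these data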;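 also: assay run at fixed EC70 calcium of 1.6 mM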
SR-BI uptake up: activators of SR-BI mediated HDL lipid uptake. CHO ldlA[mSR-BI] cells, DiI-HDL uptake fluorescence, 3 h; 100 = double the neutral-control signal. activation, % at 12.5 µM. 320,000 tested, 0.096% active. AID 504775;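 active = mean replicate activation of at least 60% and every replicate at or above 60%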;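 also: 0% = median plate neutral-control signal and 100% = twice that signal; values of inactives mirror those of a sister screen read the other way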
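material = CHO ldlA[mSR-BI] cells | medium = Ham's F12 with 0.5% BSA, HEPES 25 mM, pH 7.4 | reagent = fluorescent DiI-HDL, 10 µg/mL final | compound dosing = single-point compound dose | incubation = 3 h, 37 °C | measured by = bottom-read fluorescence, 550/595 nm | measure = HDL uptake via cellular fluorescence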
DAGLB inh: diacylglycerol lipase beta (human) inhibition; 340,000 tested, 0.059% active; HEK293T DAGLB membrane lysate, EnzChek fluorogenic substrate; inhibition, % at 5.17 µM; Q8NCG7; AID 504411; in the data active = inhibition above about 34%;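 also: 0% = enzyme with vehicle and 100% = wells lacking enzyme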
Arr AP2 block: inhibitors of human beta-arrestin and AP2 interaction; FITC-arrestin peptide / GST-AP2 beads, flow cytometry; AP2 beta2 appendage carries R879A mutation; 340,000 tested, 0.31% active; AID 504490; inhibition, % at 10 µM;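 active = inhibition above a set limit, near 3 SD of compounds lacking own fluorescence, cut at about 54% in these data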;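 also: plate controls were DMSO wells for no effect and 5 µM unlabelled arrestin peptide for full effect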
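system = GST-tagged AP2 beta2-adaptin appendage (R879A) on 4 µm glutathione beads | reagent = FITC-labelled arrestin peptide probe, 50 nM final | schedule = compound with beads 12 min RT, then probe 1 h RT | signal = HyperCyt-sampled flow cytometry, FL1 channel, ex 488/em 535 nm | read-out = percent response from loss of bead-bound FITC fluorescence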
Keap1 Nrf2 FP: disrupts human Keap1 binding to Nrf2 peptide; Q14145; Keap1 Kelch-Nrf2 peptide fluorescence polarization, 1536-well; inhibition, % at 9.4 µM; 340,000 tested, 0.15% active; AID 504523; in the data active = inhibition above about 12%;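 also: human Keap1 Kelch domain with fluorescein labeled Nrf2 9mer peptide probe; 0% = neutral control wells and 100% = peptide positive control; higher means more block of Keap1 binding to Nrf2 peptide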
The depositor's hits bear a star; nt = no result given.

SMILES	PKA-R2B act	SR-BI HDL uptake	PvdQ acylase	NSD2 HMT inh	LANA DNA inh	RTF Ca sens inh	SR-BI uptake up	DAGLB inh	Arr AP2 block	Keap1 Nrf2 FP
CCNS(=O)(=O)c1ccc(NC(=O)c2c(-c3ccccc3)noc2C)cc1	-7	2	10	1	0.8	-3	-2	-2	24	-6
Cn1nnc(NC(=S)NC(=O)/C=C/c2ccco2)n1	-5	-24	-14	19	4.4	-3	24	3	44	0
Cc1n[nH]c(=O)n1-c1ccc(C(C)(C)C)cc1	0	-20	-8	-2	-0.9	-2	20	0	33	-3
Cc1[nH]c(=O)[nH]c(=O)c1S(=O)(=O)Nc1ccc(F)cc1F	4	13	6	-8	2.2	-2	-13	-2	2	2
CC(=O)Nc1ccccc1NC(=O)c1cccc2ccccc12	8	-6	-5	23	0.4	-4	6	0	15	-2
Cc1ccc(S(=O)(=O)c2cc3ccccc3nc2N)cc1	-3	11	-11	-6	1.7	6	-11	-2	-12	-2
COc1ccc(C2NC(=O)C(C#N)=C(S)N2c2cccc(C)c2)cc1OC (centres undefined)	5	nt	-12	-1	0.3	1	nt	-1	13	2
Cc1ccc(C(=O)Oc2ccccc2N2CCOCC2)cc1	5	2	-17	-5	0.5	-3	-2	-5	-2	1
CC(C)CC(C(=O)NCC1CCCO1)N(C(=O)Cn1nnc(-c2ccc(F)cc2)n1)c1cccc(C(F)(F)F)c1 (centres undefined)	-7	4	0	1	0.8	2	-4	1	8	-4
NC(=O)c1cnn2c(-c3cccc(C(F)(F)F)c3)ccnc12	nt	-21	-5	0	0.8	nt	21	nt	68*	0
COc1ccccc1CCC(=O)Nc1cc(S(=O)(=O)N2CCOCC2)ccc1N1CCCC1	-1	45	-2	-2	-1.2	1	-45	2	-4	-2
COc1ccc(OC)c(-c2cc(-c3cccnc3)nc(N)c2C#N)c1	19*	11	-10	-2	-1.2	1	-11	3	-8	-2

Two records drawn at random from those above, as already listed:
SMILES	PKA-R2B act	SR-BI HDL uptake	PvdQ acylase	NSD2 HMT inh	LANA DNA inh	RTF Ca sens inh	SR-BI uptake up	DAGLB inh	Arr AP2 block	Keap1 Nrf2 FP
Cc1[nH]c(=O)[nH]c(=O)c1S(=O)(=O)Nc1ccc(F)cc1F	4	13	6	-8	2.2	-2	-13	-2	2	2
Cc1ccc(S(=O)(=O)c2cc3ccccc3nc2N)cc1	-3	11	-11	-6	1.7	6	-11	-2	-12	-2

Going on with the list.
SMILES	PKA-R2B act	SR-BI HDL uptake	PvdQ acylase	NSD2 HMT inh	LANA DNA inh	RTF Ca sens inh	SR-BI uptake up	DAGLB inh	Arr AP2 block	Keap1 Nrf2 FP
CC(C)(C)c1ccc(C(=O)/C(C#N)=C/c2cccs2)cc1	2	-7	-16	12	0.5	-11	7	15	3	0
CCCCN1CC(COCc2ccccc2)Oc2ccccc2S1(=O)=O (centres undefined)	6	-13	14	nt	-2.7	-3	13	-9	6	1
O=C(Nc1cc(Cl)ccc1Cl)c1ccc(OC(=O)c2ccco2)cc1	2	-1	4	1	-1.0	-2	1	3	20	0
COc1ccc(C2(C)NC(=O)N(CC(=O)NCCC3=CCCCC3)C2=O)cc1OC (centres undefined)	2	-1	-5	0	-0.3	-3	1	-2	1	1
O=C(c1ccc(F)cc1)n1c(=S)nc2ccccn21	0	-33	-3	0	0.4	0	33	-1	6	1
O=C(Nc1ccccc1)N(Cc1ccc(Cl)cc1)CC(O)C(F)(F)F (centres undefined)	-12	-8	2	-2	-0.2	-10	8	0	12	3
Cc1cc(C)cc(OCCCC(=O)O)c1	-3	nt	-3	3	1.2	-6	nt	4	4	0
N/C(CC(=O)NC1CCCCC1)=N\OCC(=O)Nc1ccc(Cl)c(Cl)c1	1	-10	-11	-2	-3.7	-15	10	0	7	-13
Cc1ccc(-n2c(-c3ccc(Cl)cc3Cl)n[nH]c2=S)cc1	-7	5	0	2	-3.9	-2	-5	1	-3	2
CC12CC3(C)CC(C)(C1)CC(C(=O)NCc1cccnc1)(C2)C3	3	12	-19	-1	0.5	-6	-12	-6	17	-8
Cc1ccc(C)c(CN2CCCNC2=O)c1	5	10	-13	-2	0.8	-9	-10	0	-10	-4
COCCN(C(=O)COC(=O)/C=C/c1ccc(OC)c(OC)c1)c1c(N)n(Cc2ccccc2)c(=O)[nH]c1=O	0	4	0	0	0.4	-24	-4	3	-4	0
COc1ccc(-c2cc(C(=O)Nc3ccccc3N3CCOCC3)c3ccccc3n2)cc1OC	-2	55	-5	nt	-1.6	8	-55	-3	-11	-4
CCOC(=O)CSCC(=O)N1CCC(Cc2ccccc2)CC1	-8	-4	-2	-2	0.6	4	4	-3	29	2
COc1ccc(NC(=O)COC(=O)c2ccc(S(=O)(=O)N3CCCCCC3)cc2)c(OC)c1	-11	-9	-13	0	-1.0	-5	9	0	-13	-1
CCc1ccc(C(=O)N2CCCC2)s1	-4	-6	5	5	-0.3	3	6	-1	30	-1
CCOC(=O)Nc1ccc2c(c1)N(C(=O)CCN1CCOCC1)c1ccccc1S2=O (centres undefined)	8	-10	-12	nt	0.5	-2	10	1	10	-104
Cc1c(NC(=O)C(=O)/C=C(/O)c2ccccc2)c(=O)n(-c2ccccc2)n1C	3	15	-10	2	-0.9	-23	-15	0	-7	-2
CCCc1c(O)nc(SCC(=O)N2CCCCC2)[nH]c1=O	3	-17	-11	1	4.1	-10	17	1	-2	-6
O=C(Nc1ccc2c(c1)OCCO2)C1CCCN1S(=O)(=O)c1cccc2cccnc12 (centres undefined)	-2	-2	-11	nt	1.8	-1	2	-1	-2	-4
COc1c(Cl)cc(-c2noc(C)c2C(=O)NCc2ccccc2)cc1Cl	-9	19	-8	nt	-0.1	-8	-19	-8	-7	3
CC(C)(C)CC(=O)O/N=C(\N)c1ccccn1	5	-33	-19	-2	-0.7	-6	33	-3	-8	-5
CCN1CCN(c2cc3c(cc2F)c(=O)c(S(=O)(=O)c2ccccc2)cn3C)CC1	-5	-3	-12	6	0.3	-10	3	-1	0	-1
CN(Cc1cccs1)C(=O)COc1cccc(-n2cnnn2)c1	4	-5	-18	-3	-0.4	5	5	-4	3	-2
CC1=CC(=NOC(=O)/C=C/c2ccccc2)C=C(C)C1=O	1	-43	7	nt	0.3	-9	43	-6	5	1
O=C1Nc2ccccc2C12Nc1ccccc1-c1nc3ccccc3n12 (centres undefined)	-2	26	-5	2	-2.2	-7	-26	1	1	-5
CC1(CNC(=O)C(=O)NCC2(C)CO2)CO1 (centres undefined)	0	-9	-17	-4	2.3	-1	9	-1	3	1
CC1(C)CN2C(=S)N(c3ccccc3)C(c3ccccc3)N2C1 (centres undefined)	-3	29	1	0	0.3	3	-29	0	6	-4
CC(NC(=O)CSc1nnc(-c2cccnc2)n1N)c1ccccc1 (centres undefined)	-9	-9	-18	-3	-0.7	1	9	0	10	0
O=C(COc1cc(O)c2c(=O)cc(-c3ccccc3)oc2c1)c1ccc(F)cc1	-12	33	-2	nt	-1.0	-3	-33	0	-1	2
COc1cccc(NC(=O)CCN2C(=O)c3ccccc3S2(=O)=O)c1	-13	-1	-1	2	-0.8	1	1	-1	-5	2
CCOc1ccc2c3c(c(=O)oc2c1OCC)CCCC3	-8	2	-19	-4	1.0	-7	-2	-5	-4	1
O=C(CSc1ncnc2scc(-c3ccccc3)c12)N1CCN(Cc2ccc3c(c2)OCO3)CC1	-1	22	-2	-1	-0.7	-11	-22	4	-11	-3
COCCN1C(=NCCCOC(C)C)N[C@@H](c2ccccc2)C(C(=O)OC)=C1C	-9	-6	7	nt	-0.1	1	6	-1	-8	-2

Quoted from the results shown, 11 compounds:
SMILES	PKA-R2B act	SR-BI HDL uptake	PvdQ acylase	NSD2 HMT inh	LANA DNA inh	RTF Ca sens inh	SR-BI uptake up	DAGLB inh	Arr AP2 block	Keap1 Nrf2 FP
CCNS(=O)(=O)c1ccc(NC(=O)c2c(-c3ccccc3)noc2C)cc1	-7	2	10	1	0.8	-3	-2	-2	24	-6
Cn1nnc(NC(=S)NC(=O)/C=C/c2ccco2)n1	-5	-24	-14	19	4.4	-3	24	3	44	0
Cc1n[nH]c(=O)n1-c1ccc(C(C)(C)C)cc1	0	-20	-8	-2	-0.9	-2	20	0	33	-3
Cc1[nH]c(=O)[nH]c(=O)c1S(=O)(=O)Nc1ccc(F)cc1F	4	13	6	-8	2.2	-2	-13	-2	2	2
CC(=O)Nc1ccccc1NC(=O)c1cccc2ccccc12	8	-6	-5	23	0.4	-4	6	0	15	-2
Cc1ccc(S(=O)(=O)c2cc3ccccc3nc2N)cc1	-3	11	-11	-6	1.7	6	-11	-2	-12	-2
COc1ccc(C2NC(=O)C(C#N)=C(S)N2c2cccc(C)c2)cc1OC (centres undefined)	5	nt	-12	-1	0.3	1	nt	-1	13	2
Cc1ccc(C(=O)Oc2ccccc2N2CCOCC2)cc1	5	2	-17	-5	0.5	-3	-2	-5	-2	1
CC(C)CC(C(=O)NCC1CCCO1)N(C(=O)Cn1nnc(-c2ccc(F)cc2)n1)c1cccc(C(F)(F)F)c1 (centres undefined)	-7	4	0	1	0.8	2	-4	1	8	-4
NC(=O)c1cnn2c(-c3cccc(C(F)(F)F)c3)ccnc12	nt	-21	-5	0	0.8	nt	21	nt	68*	0
COc1ccccc1CCC(=O)Nc1cc(S(=O)(=O)N2CCOCC2)ccc1N1CCCC1	-1	45	-2	-2	-1.2	1	-45	2	-4	-2

Not a hit list. Share with any hit: about 2.1%.
